Assay outcomes: PubChem, Sanford-Burnham Center for Chemical Genomics
TNAP inh pNP: human TNAP enzyme inhibitors, primary screen, biochemical, colorimetric, p-nitrophenol readout; Alkaline phosphatase, tissue-nonspecific isozyme (Homo sapiens), P05186; purified TNAP, pNPP hydrolysis, absorbance 405 nm; inhibition, % at 20 µM; 21,000 tested, under 10 active;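 note: 0% = DMSO only wells and 100% = 1 mM levamisole wells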
Target sequence (P05186 whole entry, looked up): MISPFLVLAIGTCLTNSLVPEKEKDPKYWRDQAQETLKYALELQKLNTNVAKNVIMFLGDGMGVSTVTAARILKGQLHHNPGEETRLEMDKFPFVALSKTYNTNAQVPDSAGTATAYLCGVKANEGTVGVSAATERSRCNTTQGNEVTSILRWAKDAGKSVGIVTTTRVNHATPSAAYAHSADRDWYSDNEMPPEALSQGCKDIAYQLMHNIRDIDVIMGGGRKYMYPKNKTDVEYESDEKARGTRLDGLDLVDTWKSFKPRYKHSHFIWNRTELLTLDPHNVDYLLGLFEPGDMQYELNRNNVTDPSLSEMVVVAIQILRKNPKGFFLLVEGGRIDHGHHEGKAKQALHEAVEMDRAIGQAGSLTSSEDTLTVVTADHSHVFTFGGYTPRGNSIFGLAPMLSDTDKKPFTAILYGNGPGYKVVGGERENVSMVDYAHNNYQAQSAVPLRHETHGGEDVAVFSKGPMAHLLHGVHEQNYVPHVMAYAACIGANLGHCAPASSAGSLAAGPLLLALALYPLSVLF
TNAP inh Pi: human TNAP enzyme inhibitors, primary screen, biochemical, colorimetric, phosphate release readout | 21,000 tested, under 10 active | inhibition, % at 20 µM | Alkaline phosphatase, tissue-nonspecific isozyme (Homo sapiens), P05186 | AID 614, 2007 | purified TNAP, pNPP, malachite green phosphate absorbance
Numbers without * were called inactive.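 Rule for the calls: active = inhibition above 50% at the 20 µM single-dose screen; inactive = the rest.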 These rows are one share of the data; the hit share may differ from the screen's.

What do the screens show for `CCOC(=O)c1[nH]c(C)c(/C(O)=C2\C(=O)C(=O)N(CCCN(C)C)C2c2cccnc2)c1C` (configuration not stated)?
TNAP inh pNP: 5; TNAP inh Pi: 12

What do the screens show for `CCC(C)C(=O)Nc1c2c(nc3c1CCC3)CCCC2` (configuration not stated)?
TNAP inh pNP: 2; TNAP inh Pi: 1

How did CCCCc1nc(NCCN2CCOCC2)c(C#N)c2c1COC(C)(C)C2 do in these assays?
TNAP inh pNP: -1; TNAP inh Pi: -4

Results for c1ccc2c(c1)ncn2CCC1CCCCC1 ?
TNAP inh pNP: 1; TNAP inh Pi: 12

How did Cc1nn(Cc2ccccc2)c(C)c1NC(=O)CSc1nnc(-c2cc(Cl)ccc2O)n1C do in these assays?
TNAP inh pNP: -1; TNAP inh Pi: 12

How did CN1CCN(/C=N/c2c(C#N)cnn2-c2ccccc2)CC1 do in these assays?
TNAP inh pNP: 1; TNAP inh Pi: -13

Results for COc1ccc2c3c(cccc13)OCC2=O ?
TNAP inh pNP: 0; TNAP inh Pi: 9

What do the screens show for `N/C(=N\S(=O)(=O)c1cccs1)c1ccccc1`?
TNAP inh pNP: 5; TNAP inh Pi: 12

Results for CC(C)COP(=O)(c1ccc(N(C)C)cc1)C(O)c1ccccc1F (configuration not stated) ?
TNAP inh pNP: -18; TNAP inh Pi: -4

What do the screens show for `CC1N/C(=C\C(=O)c2ccccc2)N(O)C1(C)C` (configuration not stated)?
TNAP inh pNP: 2; TNAP inh Pi: 6

How did COc1ccc(NC2C=CS(=O)(=O)C2)c(OC)c1 (configuration not stated) do in these assays?
TNAP inh pNP: 1; TNAP inh Pi: 6

What do the screens show for `CCOCC(=O)Nc1ccc(S(=O)(=O)Nc2ncccn2)cc1`?
TNAP inh pNP: 6; TNAP inh Pi: 10

What do the screens show for `Cc1cccc(NC(=O)c2cc(NC(=O)C3CC=CCC3C(=O)O)ccc2N2CCOCC2)c1` (configuration not stated)?
TNAP inh pNP: 0; TNAP inh Pi: 0

What do the screens show for `CC12/C(=N/O)C3C4CC5C3/C(=N/O)C1C5C42` (configuration not stated)?
TNAP inh pNP: 2; TNAP inh Pi: -14

How did COc1cc2cc(CN(CCN3CCCC3)C(=O)Nc3ccccc3Cl)c(=O)[nH]c2cc1OC do in these assays?
TNAP inh pNP: 0; TNAP inh Pi: 10

What do the screens show for `COc1cc(C(=O)Nc2ccc3c(c2)OCO3)ccc1-n1cnnn1`?
TNAP inh pNP: 1; TNAP inh Pi: 12

How did Cc1cc(Br)ccc1OCc1nc(-c2cccnc2)no1 do in these assays?
TNAP inh pNP: 9; TNAP inh Pi: 25

How did O=C(Oc1cccc2cccnc12)c1cccs1 do in these assays?
TNAP inh pNP: 7; TNAP inh Pi: 7

How did COc1cccc(-c2nnn(CCC(=O)O)n2)c1 do in these assays?
TNAP inh pNP: 4; TNAP inh Pi: 2

Results for Fc1ccc(Cn2nnnc2CN2CCN(C3CCCCC3)CC2)cc1 ?
TNAP inh pNP: -8; TNAP inh Pi: -1

Next section (two carried over from the part before).
How did COc1cccc(-c2nnn(CCC(=O)O)n2)c1 do in these assays?
TNAP inh pNP: 4; TNAP inh Pi: 2

Results for Fc1ccc(Cn2nnnc2CN2CCN(C3CCCCC3)CC2)cc1 ?
TNAP inh pNP: -8; TNAP inh Pi: -1

Results for CCN(CC)CCN1C(=O)C(=O)/C(=C(/O)c2ccc(C)cc2)C1c1cccnc1 (configuration not stated) ?
TNAP inh pNP: 0; TNAP inh Pi: 0

What do the screens show for `Nc1nc(-c2cccc(NS(=O)(=O)c3ccccc3)c2)cs1`?
TNAP inh pNP: 1; TNAP inh Pi: -11

Results for CC(C)COc1cccc(C(=O)Nc2ccc(S(=O)(=O)N3CCOCC3)cc2)c1 ?
TNAP inh pNP: -2; TNAP inh Pi: 1

How did COC(=O)c1ccc(Oc2nc3c(c(=O)n(C)c(=O)n3C)n2CCC(C)C)cc1 do in these assays?
TNAP inh pNP: 2; TNAP inh Pi: 9

How did CC1CC(C(F)(F)F)n2ncc(C(=O)O)c2N1 (configuration not stated) do in these assays?
TNAP inh pNP: 4; TNAP inh Pi: 18

How did COc1ccccc1CNc1nc2nc3c(c(=O)n2[nH]1)CCC3 do in these assays?
TNAP inh pNP: 0; TNAP inh Pi: 4

What do the screens show for `CC[C@@H](C)[C@H](NS(=O)(=O)c1ccc(C)cc1)C(=O)N1CCC(C(=O)NCC(=O)O)CC1`?
TNAP inh pNP: -2; TNAP inh Pi: 4

How did Cc1nc(NCc2ccco2)c(C#N)c2c1COC(C)(C)C2 do in these assays?
TNAP inh pNP: 1; TNAP inh Pi: 9

What do the screens show for `CCCCc1ccc(NC(=O)CSC2=C(C#N)C(c3ccco3)C3=C(CCCC3=O)N2)cc1` (configuration not stated)?
TNAP inh pNP: 0; TNAP inh Pi: 6

Results for CC1CCCCN1C(=O)Cn1c(=O)oc2ccccc21 (configuration not stated) ?
TNAP inh pNP: -2; TNAP inh Pi: 3

How did CCCCC(=O)Nc1ccc(C(N)=O)cc1 do in these assays?
TNAP inh pNP: 0; TNAP inh Pi: -19

What do the screens show for `Clc1ccc(CSc2nnc([C@@H]3CCCN3)o2)cc1`?
TNAP inh pNP: 6; TNAP inh Pi: 13

What do the screens show for `CC1CCN(S(=O)(=O)c2cc(Cl)ccc2Br)CC1`?
TNAP inh pNP: 3; TNAP inh Pi: 4

What do the screens show for `CCOC(=O)C1=C(C)Nc2ncnn2C1c1ccc2c(c1)OCO2` (configuration not stated)?
TNAP inh pNP: 2; TNAP inh Pi: 4

What do the screens show for `Cc1ccc(OCCSc2nnc(NC(=O)c3ccco3)s2)cc1`?
TNAP inh pNP: 2; TNAP inh Pi: 5

Results for COC(=O)c1c(-c2ccc(F)cc2)csc1NC(=O)c1ccco1 ?
TNAP inh pNP: 5; TNAP inh Pi: 11

Results for Cc1cc2c(c(=O)o1)C(Cc1ccccc1)C(C#N)=C(N)O2 (configuration not stated) ?
TNAP inh pNP: 8; TNAP inh Pi: 12

What do the screens show for `CSc1ccccc1NS(=O)(=O)c1ccc2c(c1)OCCO2`?
TNAP inh pNP: 0; TNAP inh Pi: 6

How did O=C(c1ccccc1NS(=O)(=O)c1ccc(Br)s1)N1CCCC1 do in these assays?
TNAP inh pNP: 5; TNAP inh Pi: 10

How did CCOc1ccc(C2C(C(=O)c3ccc(C)o3)=C(O)C(=O)N2CCCN(CC)CC)cc1 (configuration not stated) do in these assays?
TNAP inh pNP: 4; TNAP inh Pi: 10

A portion of the results above, for reference:
How did CC1CC(C(F)(F)F)n2ncc(C(=O)O)c2N1 (configuration not stated) do in these assays?
TNAP inh pNP: 4; TNAP inh Pi: 18

How did COc1ccccc1CNc1nc2nc3c(c(=O)n2[nH]1)CCC3 do in these assays?
TNAP inh pNP: 0; TNAP inh Pi: 4

What do the screens show for `CC[C@@H](C)[C@H](NS(=O)(=O)c1ccc(C)cc1)C(=O)N1CCC(C(=O)NCC(=O)O)CC1`?
TNAP inh pNP: -2; TNAP inh Pi: 4

How did Cc1nc(NCc2ccco2)c(C#N)c2c1COC(C)(C)C2 do in these assays?
TNAP inh pNP: 1; TNAP inh Pi: 9

What do the screens show for `CCCCc1ccc(NC(=O)CSC2=C(C#N)C(c3ccco3)C3=C(CCCC3=O)N2)cc1` (configuration not stated)?
TNAP inh pNP: 0; TNAP inh Pi: 6

Results for CC1CCCCN1C(=O)Cn1c(=O)oc2ccccc21 (configuration not stated) ?
TNAP inh pNP: -2; TNAP inh Pi: 3

How did CCCCC(=O)Nc1ccc(C(N)=O)cc1 do in these assays?
TNAP inh pNP: 0; TNAP inh Pi: -19

What do the screens show for `Clc1ccc(CSc2nnc([C@@H]3CCCN3)o2)cc1`?
TNAP inh pNP: 6; TNAP inh Pi: 13

What do the screens show for `CC1CCN(S(=O)(=O)c2cc(Cl)ccc2Br)CC1`?
TNAP inh pNP: 3; TNAP inh Pi: 4

What do the screens show for `CCOC(=O)C1=C(C)Nc2ncnn2C1c1ccc2c(c1)OCO2` (configuration not stated)?
TNAP inh pNP: 2; TNAP inh Pi: 4

What do the screens show for `Cc1ccc(OCCSc2nnc(NC(=O)c3ccco3)s2)cc1`?
TNAP inh pNP: 2; TNAP inh Pi: 5

Results for COC(=O)c1c(-c2ccc(F)cc2)csc1NC(=O)c1ccco1 ?
TNAP inh pNP: 5; TNAP inh Pi: 11

Results for Cc1cc2c(c(=O)o1)C(Cc1ccccc1)C(C#N)=C(N)O2 (configuration not stated) ?
TNAP inh pNP: 8; TNAP inh Pi: 12

Remaining list, next part:
What do the screens show for `Cc1nnc(SCC(=O)N2CCC(C(N)=O)CC2)s1`?
TNAP inh pNP: 6; TNAP inh Pi: 10

Results for COCCOc1ccc(C(F)(F)F)cc1Nc1nc2ccccc2o1 ?
TNAP inh pNP: -2; TNAP inh Pi: 7

What do the screens show for `O=C1NC2CCCCC2NC1CC(=O)N1CCN(c2ccccc2)CC1` (configuration not stated)?
TNAP inh pNP: 2; TNAP inh Pi: 17

How did Cc1csc(NC(=O)C2CCCCC2C(=O)O)n1 (configuration not stated) do in these assays?
TNAP inh pNP: 1; TNAP inh Pi: -1

Results for O=C1CN(C(=O)c2ccccc2F)c2ccccc2N1 ?
TNAP inh pNP: -1; TNAP inh Pi: 3

Results for O=C(Nc1sc2c(c1C(=O)NC1CCCCC1)CCC2)c1ccco1 ?
TNAP inh pNP: 4; TNAP inh Pi: 7

How did CCCn1[nH]cc(SC)c(=O)c1=O do in these assays?
TNAP inh pNP: 6; TNAP inh Pi: 9

Results for N#Cc1nc(-c2ccco2)oc1N1CCCC1 ?
TNAP inh pNP: 2; TNAP inh Pi: 7

What do the screens show for `COc1cc(S(=O)(=O)NCC2CCCO2)c(OC)cc1Cl` (configuration not stated)?
TNAP inh pNP: -7; TNAP inh Pi: 1

Results for O=C(NCCN1CCOCC1)c1cccs1 ?
TNAP inh pNP: -2; TNAP inh Pi: 10

What do the screens show for `CCOc1ccc(N=C2C(=O)N(CN3CCOCC3)c3ccccc32)cc1`?
TNAP inh pNP: 0; TNAP inh Pi: 1

How did CCOC(=O)c1sc(NC(=O)CSc2ncn[nH]2)c(C#N)c1C do in these assays?
TNAP inh pNP: 6; TNAP inh Pi: 8

What do the screens show for `CN(C)S(=O)(=O)c1ccc(C(=O)Nc2nnc(Cc3ccccc3)s2)cc1`?
TNAP inh pNP: 1; TNAP inh Pi: 4

Results for O=C(CSc1nnc2scc(-c3ccccc3)n12)N1CCCc2ccccc21 ?
TNAP inh pNP: 5; TNAP inh Pi: 18

What do the screens show for `COCc1nnc(SCC(=O)NCc2ccccc2)n1-c1ccccc1`?
TNAP inh pNP: 0; TNAP inh Pi: 0

What do the screens show for `Cc1ccccc1-n1nnnc1SCc1csc(-c2ccccc2)n1`?
TNAP inh pNP: 1; TNAP inh Pi: 4

How did COc1ccc(S(=O)(=O)N(C)c2ccc(C(=O)N3CCC(C(N)=O)CC3)cc2)cc1 do in these assays?
TNAP inh pNP: 0; TNAP inh Pi: 0

Results for CC1S/C(=C(\C#N)C(N)=O)N(c2ccc(F)cc2)C1=O (configuration not stated) ?
TNAP inh pNP: 8; TNAP inh Pi: 7

Results for COc1cc(C(=O)NCc2ccco2)cc(OC)c1OC ?
TNAP inh pNP: 5; TNAP inh Pi: 11

What do the screens show for `CCCC1Cc2c(sc3nc(SC)nc(N)c23)CO1` (configuration not stated)?
TNAP inh pNP: 6; TNAP inh Pi: 9

How did COC(=O)c1ccccc1NC(=O)Cn1cnc2cc(C)c(C)cc21 do in these assays?
TNAP inh pNP: 1; TNAP inh Pi: 8

How did C=CCn1c(SCC(=O)NC23CC4CC(CC(C4)C2)C3)nc(O)cc1=O do in these assays?
TNAP inh pNP: 3; TNAP inh Pi: 5

Results for CC1CC(C)CN(CC(C)(C)NS(=O)(=O)c2ccccc2)C1 (configuration not stated) ?
TNAP inh pNP: 3; TNAP inh Pi: 17

Results for CCc1cccc(C)c1N(C(=O)Cn1c(=O)[nH]c2ccccc21)C(C)COC (configuration not stated) ?
TNAP inh pNP: -4; TNAP inh Pi: -26

How did CCc1c(C)nc(N)n2c(SCC(=O)N3CCCC(C)C3)nnc12 (configuration not stated) do in these assays?
TNAP inh pNP: 4; TNAP inh Pi: 7

How did CCn1ccc(C(=O)Oc2ccc(C(C)C)cc2)n1 do in these assays?
TNAP inh pNP: 1; TNAP inh Pi: 9

Results for CN1C(=O)c2oc3ccccc3c(=O)c2C1c1ccncc1 (configuration not stated) ?
TNAP inh pNP: 3; TNAP inh Pi: 9

How did COC(=O)c1[nH]c2ccc(C)cc2c1NC(=O)C1=COCCO1 do in these assays?
TNAP inh pNP: 2; TNAP inh Pi: 6

What do the screens show for `CC(C)CCNc1nc2c(c(=O)[nH]c(=O)n2C)n1CC(O)COC(C)C` (configuration not stated)?
TNAP inh pNP: 9; TNAP inh Pi: 5

Results for CCOc1ccc(Br)cc1S(=O)(=O)Nc1ccccc1N1CCOCC1 ?
TNAP inh pNP: -1; TNAP inh Pi: 4

What do the screens show for `COC(=O)CSc1nc(-c2cccs2)ccc1C#N`?
TNAP inh pNP: 0; TNAP inh Pi: 0

Results for CN(C)CCC(c1ccc(Br)cc1)c1ccccn1 (configuration not stated) ?
TNAP inh pNP: 3; TNAP inh Pi: 8

How did Cc1c(NS(=O)(=O)c2ccc3[nH]c(=O)[nH]c3c2)c(=O)n(-c2ccccc2)n1C do in these assays?
TNAP inh pNP: 1; TNAP inh Pi: 9

What do the screens show for `COC(=O)C1ON2OC(C(=O)OC)C(C(=O)OC)C2C1CC(C)=O` (configuration not stated)?
TNAP inh pNP: 0; TNAP inh Pi: 12

Results for CCOC(=O)c1cnn(-c2nc3sc4c(c3c(=O)[nH]2)CCCC4)c1N ?
TNAP inh pNP: 5; TNAP inh Pi: -15

What do the screens show for `C=C(C)C1Cc2c(C)nn(-c3ccccc3)c2C1` (configuration not stated)?
TNAP inh pNP: 5; TNAP inh Pi: 8

How did Cc1ccc(S(=O)(=O)NC(=O)Nc2ncc3c(n2)CC(c2ccco2)CC3=O)cc1 (configuration not stated) do in these assays?
TNAP inh pNP: -10; TNAP inh Pi: -12

What do the screens show for `O=C(Cn1c(-c2ccccn2)nc2ccccc21)NCCN1CCOCC1`?
TNAP inh pNP: 3; TNAP inh Pi: -9
